Bioassay records as filed in PubChem BioAssay.
ERK EGF block: qHTS Assay for Inhibitors of the ERK Signaling Pathway using a Homogeneous Screening Assay; Stimulation with EGF; AID 1454, 2008; HEK293-V1b, EGF-stimulated phospho-ERK AlphaScreen; 0.41% of 130,000 active; Potency, µM (top dose mostly 11.5 µM), for the others: top-dose activity change, negative = inhibition, usual class: inhibitors; active = well fitted inhibition curve with a large enough effect; inconclusive = small, poorly fitted or top-dose-only effect, or effect the other way;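 also: plate controls were stimulated vehicle wells for no effect and unstimulated vehicle basal for full effect; nearly all actives have a fitted effect of over 55% in size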
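HEK293 cells stably expressing V1b receptor, serum-reduced (1% FBS) overnight, pretreated 30 min with compound, then stimulated 5 min with 25 nM EGF; phospho-ERK detected by AlphaScreen SureFire. AC50 from Hill fits, normalized to DMSO and EGF.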
* marks the source's active call; other numbers are inactive results; ? = inconclusive; & = joins results of further samples; [ ] = dose if it differs, or a comment. Potency is read from the fitted curve at half-maximal effect.

SMILES | ERK EGF block
CC(C)(C)C(=O)NC(=S)N1CCCC1 | 6.7%
COc1cc(OC)cc(C(=O)NCC(=O)OCC(=O)N2CC(C)CC(C)C2)c1 (stereo not given) | -1.7%
CC1=NNC(=O)C1CCC(=O)N/N=C/c1ccc(Cl)cc1 (stereo not given) | 6.3%
O=C(Oc1cccc(N2C(=O)CCC2=O)c1)c1ccccc1 | 22.3%
Cn1c(=O)c2[nH]c(CNc3ccc(C(=O)O)cc3)nc2n(C)c1=O | 6.1%[57.5 µM]
CC(=O)NC(=S)Nc1ccc(S(=O)(=O)Nc2ncccn2)cc1 | -3.5%[57.5 µM]
CCOc1ccc(N2CCCn3c2nc2c3c(=O)n(CCc3ccccc3)c(=O)n2C)cc1 | 0.2%
CCOc1ccc(C(C)=O)cc1CN1C(=O)NC2(CCCCCCC2)C1=O | -0.7%
CC(C)(C)c1ccc(CSc2nnc(-c3ccccc3NC(=O)c3ccccc3)o2)cc1 | 1.1%
O=C(COC(=O)c1ccccc1Br)NCCN1C(=O)CSC1=O | 4.2%
Cc1noc(N)c1C1(O)C(=O)N(C(C)C)c2ccccc21 (stereo not given) | 3.8%
COc1cc(OC)cc(C(=O)Nn2cc(C(=O)Nc3ccc(F)cc3F)c3ccccc3c2=O)c1 | -8.9%
O=C(N/N=C\C=C\c1ccc2c(c1)OCO2)C1COc2ccccc2O1 (stereo not given) | -8.6%
Cc1cccn2c(=O)c3cc(S(=O)(=O)c4ccc(F)cc4)c(=N)n(Cc4ccco4)c3nc12 | -2.9%[57.5 µM]
OC1CCCN(c2c3c(nc4cc(-c5cccc(Cl)c5)nn24)CCC3)C1 (stereo not given) | -8.4%
COc1ccc(-n2nnc3c(=O)n(CC(=O)Nc4cc(C)on4)cnc32)cc1 | -4.5%
Cc1c(-c2ccccc2)sc2nc[nH]c(=S)c12 | 3.8%
O=[N+]([O-])c1ccc(Cl)cc1N1CCOCC1 | -11.3%
O=C(N/N=C\c1ccc(CNS(=O)(=O)c2ccccc2)o1)C(=O)Nc1ccc(F)cc1 | 0.8%
COc1ccc(N2CCN(c3cc(C)c4cccc(C)c4n3)CC2)cc1 | 1.2%
CSCc1ccc(C(=O)NCc2ccccc2)cc1 | -3.1%
Cc1ccc(NC(=O)CSc2nnc(Cn3c(=O)sc4ccccc43)n2C)cc1 | 8.6%
COc1ccccc1C1=NOC(Cn2c(NCCCO)nc3c2c(=O)n(C)c(=O)n3C)C1 (stereo not given) | -10.2%[57.5 µM]
CC(=O)Nc1ccc(SCC(=O)Nc2ccccc2Oc2ccccc2)cc1 | -1.9%
Cc1ccc(C(=O)COc2ccccc2-c2ccccc2)cc1 | ?

The list continues.
SMILES | ERK EGF block
Cc1cccc(CSC2=NCCN2C(=O)c2ccc(S(=O)(=O)N(C)C)cc2)c1 | -10.5%
COCCCC1CCN(Cc2nc(-c3ccccc3)no2)CC1 | -3.0%
NC(=O)c1ncn([C@H]2O[C@@H](CO)[C@@H](O)[C@@H]2O)n1 | 5.6%[25.7 µM]
CN1C(CC(=O)Nc2ccc(Br)cc2)c2ccccc2CC1(C)C (stereo not given) | 5.0%
CC(C)Cc1nnc(NC(=O)CSc2ncn[nH]2)s1 | -1.6%
CC(=O)N[C@H]1[C@H](OCc2ccccc2F)O[C@H](COC(C)=O)[C@@H](OC(C)=O)[C@@H]1OC(C)=O | -19.2%[57.5 µM]
CC(=O)N1CCN(CC(=O)c2ccc(Br)cc2)CC1 | 3.4%
CC[C@H]1NC(=O)c2cc(S(N)(=O)=O)c(Cl)cc2N1 | 6.0%[25.7 µM]
COC(=O)C(C)Sc1ncnc2c1c(-c1ccccc1)cn2-c1ccc(OC)cc1 (stereo not given) | -0.1%
Fc1ccc(NC(=S)NC2CCN(Cc3ccccc3)CC2)cc1 | 0.5%
CCOC(=O)c1cc(NC(=O)c2cccnc2)ccc1N1CCOCC1 | -2.0%
CCn1c(SCC(=O)N/N=C/c2ccccc2OCC(=O)O)nnc1-c1ccc(OC)cc1 | -12.9%
COCCn1c(SCC(=O)N2CC(=O)Nc3ccccc32)nnc1-c1ccoc1C | 1.5%
CCN(CC)C(=O)C1CCCN(Cc2nc(-c3cnccn3)no2)C1 (stereo not given) | -7.9%
Cc1ccc(Nc2nc(N)nc(CN3CCN(Cc4ccc5c(c4)OCO5)CC3)n2)cc1C | -1.4%
O=C(Nc1ccccc1N1CCOCC1)c1cccc(NS(=O)(=O)c2ccc(F)c(F)c2)c1 | -0.4%
CCOC(=O)c1ccc(CS(=O)c2ccc(Cl)cc2)o1 (stereo not given) | 6.6%[57.5 µM]
O=C(NC(=S)NCc1nc2ccccc2[nH]1)c1ccccc1F | 7.9%
O=[N+]([O-])c1ccccc1S(=O)(=O)N1CCN(Cc2ccsc2)CC1 | -0.3%
COc1cccc(NC(=O)NCCc2ccc(Cl)cc2)c1 | -19.0%
CCN(CC)Cc1ccccn1 | -10.9%[57.5 µM]
Cc1ccc(CC2CC(=O)N(C(Cc3ccccc3)C(=O)O)C2=O)cc1 (stereo not given) | -0.3%
Cc1ccc(S(=O)(=O)N2CCCCC2)cc1NC(=O)COC(=O)Cc1ccc(Cl)cc1 | -5.1%
O=c1c2ccccc2nc2c3ccccc3c(NCc3ccccn3)nn12 | -2.0%
CC(C)C(=O)Nc1ccc(S(=O)(=O)Nc2nccc(/C=C/c3ccccc3)n2)cc1 | -2.4%

Part of the list above, reformatted:
structure,ERK EGF block
COC(=O)C(C)Sc1ncnc2c1c(-c1ccccc1)cn2-c1ccc(OC)cc1 (stereo not given),-0.1%
Fc1ccc(NC(=S)NC2CCN(Cc3ccccc3)CC2)cc1,0.5%
CCOC(=O)c1cc(NC(=O)c2cccnc2)ccc1N1CCOCC1,-2.0%
CCn1c(SCC(=O)N/N=C/c2ccccc2OCC(=O)O)nnc1-c1ccc(OC)cc1,-12.9%
COCCn1c(SCC(=O)N2CC(=O)Nc3ccccc32)nnc1-c1ccoc1C,1.5%
CCN(CC)C(=O)C1CCCN(Cc2nc(-c3cnccn3)no2)C1 (stereo not given),-7.9%
Cc1ccc(Nc2nc(N)nc(CN3CCN(Cc4ccc5c(c4)OCO5)CC3)n2)cc1C,-1.4%

(further entries)
SMILES | ERK EGF block
COc1ccc(N2C(=O)CC(SCC(=O)O)C2=O)cc1 (stereo not given) | -8.4%
CCOC(=O)CSc1nc2c(sc3ccc([N+](=O)[O-])cc32)c(=O)n1Cc1ccco1 | -12.8%
CC1CCc2c(C(=O)Nc3ccc(N4CCOCC4)cc3)csc2C1 (stereo not given) | -9.7%[57.5 µM]
COc1ccc2nc(C)c3c(c2c1)OC(C(C)(Cl)Br)C3 (stereo not given) | 14.6%[57.5 µM]
O=C(Nc1cccnc1)c1cccc(S(=O)(=O)N2CCc3ccccc32)c1 | 0.8%
CCOc1cc(C(N)=O)cc(Cl)c1OCc1ccccc1 | -13.2%
COCCCNC(=S)NC(=O)c1ccc(C)cc1 | 4.0%
S=C(NCc1ccccc1)N1CCCCC1 | -0.1%
C[C@H]1NC(=O)NC1=O | 0.1%&6.1%[25.7 µM]
CCCC(=O)OCC(=O)NCc1ccc(Cl)cc1 | 0.0%
CCOC(=O)c1c(-c2ccc(OC)cc2)csc1NC(=O)COc1ccc2c(C)cc(=O)oc2c1 | -0.6%
Cc1cc(Br)ccc1NC(=O)C(C)c1ccc([N+](=O)[O-])cc1 (stereo not given) | -3.5%
C=CCOc1ccc(CNc2nccs2)cc1 | -14.7%
CNC(=O)[C@]1(C)C[C@H]1[C@H](NC(=O)[C@]1(C)C[C@H]1[C@H](NC(=O)[C@]1(C)C[C@H]1[C@H](NC(=O)[C@]1(C)C[C@H]1[C@H](NC(=O)OCc1ccccc1)c1ccccc1)c1ccccc1)c1ccccc1)c1ccccc1 | -3.2%
OC(CNCC1COc2ccccc2O1)COCc1cccs1 (stereo not given) | 2.9%
CC(CC(=O)NCC1CCCO1)c1ccccc1 (stereo not given) | -0.5%
CCOC(=O)C(C)Oc1ncnc2cccc(F)c12 (stereo not given) | -4.1%
CN1CCN(NC(=O)c2ccc(Cl)cc2Cl)CC1 | 7.8%
Cc1nnc(SCC(=O)N(C)C2CCS(=O)(=O)C2)n1Cc1ccccc1 (stereo not given) | -4.7%
CC(C)=CCC/C(C)=C/C(=O)O | -5.4%[57.5 µM]
Cc1c(N/C(=N/S(=O)(=O)c2ccc(F)cc2)c2ccccc2)c(=O)n(-c2ccccc2)n1C | -11.8%
Cc1nn(-c2cccc(Cl)c2)nc1C(=O)O | -1.3%
COc1ccc2ccccc2c1CNc1nnnn1C | -7.6%
COc1ccc(/C=C(\C#N)C(=O)OCC(=O)NCc2ccccc2Cl)cc1 | -2.5%[57.5 µM]
CC1(C)CC(=O)c2sc(NS(=O)(=O)c3ccc(F)cc3)nc2C1 | 11.5%

The final 2 compounds of the section above open the next one:
SMILES | ERK EGF block
COc1ccc(/C=C(\C#N)C(=O)OCC(=O)NCc2ccccc2Cl)cc1 | -2.5%[57.5 µM]
CC1(C)CC(=O)c2sc(NS(=O)(=O)c3ccc(F)cc3)nc2C1 | 11.5%
CCCCC(=O)NNC(=S)NC(=O)C(c1ccccc1)c1ccccc1 | -6.0%
O=C(CSc1nc(-c2ccccc2F)nc2nc[nH]c12)Nc1c(Cl)cc(Cl)cc1Cl | -15.9%
CN(C)c1ccc(/C=N/N=C/c2ccccc2O)cc1 | 1.1%
Cc1ccc(N2C(=O)c3ccccc3C2Nc2cccnc2)nc1 (stereo not given) | 1.5%
CCCNC(=S)N1CCN(CC)CC1 | 0.1%
Cc1ccc(S(=O)(=O)N2CCN(c3ccc(C(=O)N4CCOCC4)cc3[N+](=O)[O-])CC2)cc1 | -3.5%
COc1ccc(N2C(=O)CC2(C#N)c2ccc(OCc3ccccc3)cc2)cc1 (stereo not given) | -3.9%
COc1ccc(-c2nc(=S)c3c([nH]2)Oc2ccc(C)cc2C3)cc1O | 11.5%
CCN(CC)S(=O)(=O)c1ccc(Cl)c(NC(=O)c2ccncc2)c1 | 0.5%
O=c1c2ccccc2c(C=NCc2ccccn2)c(O)n1-c1ccccc1 | 3.6%
O=C1CN(C(=O)C2CCCC2)CCN1 | 0.8%
Cn1c(CC(=O)Nc2ccccc2)n[nH]c1=S | 1.8%
Cc1ccc2nc3c(cc(C(=O)NCC4CCCO4)n3C)c(=O)n2c1 (stereo not given) | -0.8%
NC1=NCCN1CC(=O)O | 23.9%
CC(C(=O)N1CCCCCC1)c1ccc([N+](=O)[O-])cc1 (stereo not given) | -18.5%[57.5 µM]
CN(C)C(=O)COC(=O)c1cccnc1Nc1ccccc1F | -5.5%
Cc1ccccc1-n1c(C)cc(/C=C2\NC(=O)NC2=O)c1C | 8.5%
C=CCNC(=S)N/N=C(\C)c1cccc(OC)c1 | -15.0%
Clc1ccc(-c2nnc(Sc3nc4ccccc4o3)c3ccccc23)cc1 | 1.0%[57.5 µM]
O=C(CN1C(=O)C(=O)N(Cc2ccco2)C1=O)c1c[nH]c2ccccc12 | -4.5%[57.5 µM]
COc1ccccc1Nc1nc(Cl)nc(Nc2ccccc2OC)n1 | -1.4%
COc1ccc(OC)c(NC(=O)COC(=O)/C=C/c2ccc(Cl)cc2)c1 | 5.1%
Cc1cccc(N=N/C(=C\O)C(=O)c2cccs2)c1 | -1.7%
CC(C)N(C)C(=O)C(=O)c1cccn1-c1cccc(Cl)c1C#N | -12.2%
CS(=O)(=O)n1nc(-c2ccco2)nc1N | 5.4%

Next part:
SMILES | ERK EGF block
O=c1cc(N2CCCCCC2)[nH]c(=O)n1-c1ccc(Cl)cc1 | -9.4%[57.5 µM]
S=c1[nH]cc(-c2ccccc2)[nH]1 | 2.7%[57.5 µM]
COc1ccc(N(C(=O)c2cc3ccccc3oc2=O)C2C=CS(=O)(=O)C2)cc1 (stereo not given) | 3.6%
CSc1ccc(/C=c2\s/c(=C\C(=O)C(C)(C)C)n(CC(=O)NCCC3=CCCCC3)c2=O)cc1 | 4.3%
O=C(CSc1nnc2c(Cl)cc(Cl)cn12)N1CCN(c2ccc(F)cc2)CC1 | -2.8%
COc1cc(Cl)c(C)cc1NC(C)C(=O)Nc1cc(C(F)(F)F)ccc1N1CCOCC1 (stereo not given) | -6.8%
CN(CCc1ccccn1)C(=O)c1cccnc1Oc1ccc(Cl)cc1 | -1.0%[57.5 µM]
O=C(CCCn1c(SCc2cc(=O)n3cc(Cl)ccc3n2)nc2ccccc2c1=O)NCC1CCCO1 (stereo not given) | -15.1%[57.5 µM]
COc1cc(-c2ccc(=O)[nH]n2)ccc1OC(F)F | 14.8%
N#C/C(=C/Nc1ccccc1C(=O)O)C(N)=O | 3.7%[57.5 µM]
COC(CNC(=O)c1ccc2c(c1)nc(C)n2-c1ccc(F)c(F)c1)OC | -5.1%
CCCCCNC(=O)N[C@H](C(=O)O)C(C)C | -3.9%
C=CCN1C(=S)N[C@@H]2CS(=O)(=O)C[C@@H]21 | 4.4%[57.5 µM]
COC(=O)[C@@]1(Cc2ccc(OC)cc2)[C@H]2c3cc(C(=O)N(C)C)n(CCN4CNCC4=O)c3C[C@H]2CN1C(=O)c1ccccc1 | 2.4%
COc1ccc(NC(=S)Nc2cccc(C)n2)cc1 | 3.1%[57.5 µM]
Cc1cc(=O)nc2c3ccccc3n(CC(=O)Nc3ccccc3Br)n12 | 2.3%[57.5 µM]
CCCSc1ccc(C(=O)Nc2ccc(F)cc2F)cn1 | -6.7%
Nn1cnnc1N/N=C/c1ccc(Cl)c([N+](=O)[O-])c1 | -0.6%
CNC1C(O)[C@@H]2OC(O[C@@H]3C(O)C(O)C(N)C[C@H]3N)C(N)C[C@H]2O[C@H]1O[C@@H]1OC(CO)C(N)C(O)C1O (stereo not given in full) | 12.9%
CC(C)(C)NC(=O)/C(=C\c1cccnc1)NC(=O)c1ccco1 | -1.7%
Cc1cc(Cl)ccc1NC(=S)NCCCN1CCCC1=O | 0.8%
COc1cc(/C=N/Nc2nc(=O)[nH]nc2C)ccc1O | -9.3%[57.5 µM]
COc1ccc2c(-c3ccccc3)cc(SCC(N)=O)nc2c1 | -2.1%[57.5 µM]

These rows are one share of the data, so the mix of outcomes need not match the whole.
